# Compound activity: PubChem BioAssay, several laboratories
# MITF TRPM1 HTS: MITF TRPM1 promoter activation in melanoma cells. SK-MEL-5 TRPM1-promoter luciferase, 24 h; % of positive control, neutral wells = 0. activation, % at 12.5 µM. actives 0.75% (n = 300,000);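 active = mean activation of at least 80% with every replicate also reaching 80%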;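 also: 0% = neutral control wells and 100% = parthenolide positive control wells; values of inactives mirror those of a sister screen read the other way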
# CAL PDZ FP-1: human CAL PDZ-peptide interaction inhibition. inhibition, % at 20 µM. Q9HD26. actives 0.02% (n = 330,000). purified CAL PDZ, TMR-peptide fluorescence polarization, 1 h. AID 504414;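 active = highest replicate inhibition of at least 40%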;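 also: plate controls were DMSO neutral control wells for no effect and unlabeled competitor peptide control wells for full effect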
#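 Test system: purified CerCALP PDZ construct; Compound dosing: one concentration, 20 µM compound; Also added: TMR-labelled reporter peptide T*-PRC34 bound in PDZ groove; Read-out: inhibition from polarization loss; Controls: unlabelled peptide and DMSO controls; Signal: FP readout, S and P plane fluorescence; Incubation: 1 h at RT.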
# Wnt act: activators of Wnt/beta-catenin signaling. actives 1.2% (n = 300,000). Wnt/beta-catenin reporter cell assay, activator, plate reader. activation, % at 9.35 µM; in the data active = activation above about 30%, passing the limit was not always enough;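 also: 0% = neutral control wells and 100% = positive control wells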
# SR-BI uptake up: SR-BI HDL lipid transfer activation. AID 504775. CHO ldlA[mSR-BI] cells, DiI-HDL uptake fluorescence, 3 h; 100 = double the neutral-control signal. actives 0.096% (n = 320,000). activation, % at 12.5 µM;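 active = mean replicate activation of at least 60% and every replicate at or above 60%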;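 also: 0% = median plate neutral-control signal and 100% = twice that signal; values of inactives mirror those of a sister screen read the other way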
#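 Material: SR-BI-overexpressing, LDLR-lacking CHO cells; schedule: compound exposure 3 h, 37 °C; reagent: DiI-labelled HDL at 10 µg/mL final; technique: bottom-read fluorescence, 550/595 nm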
# SR-BI DiI inh: inhibitors of mouse SR-BI mediated HDL lipid uptake. ldlA[mSR-BI] CHO cells, DiI-HDL uptake fluorescence, 3 h. inhibition, % at 12.5 µM. actives 0.96% (n = 320,000);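 active = mean replicate inhibition of at least 70% and a set share of replicates each scoring 70 or more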;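 also: 0% = median of neutral control wells and 100% = median of positive control wells; values of inactives mirror those of a sister screen read the other way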
# Target sequence (Q61009 whole entry, looked up): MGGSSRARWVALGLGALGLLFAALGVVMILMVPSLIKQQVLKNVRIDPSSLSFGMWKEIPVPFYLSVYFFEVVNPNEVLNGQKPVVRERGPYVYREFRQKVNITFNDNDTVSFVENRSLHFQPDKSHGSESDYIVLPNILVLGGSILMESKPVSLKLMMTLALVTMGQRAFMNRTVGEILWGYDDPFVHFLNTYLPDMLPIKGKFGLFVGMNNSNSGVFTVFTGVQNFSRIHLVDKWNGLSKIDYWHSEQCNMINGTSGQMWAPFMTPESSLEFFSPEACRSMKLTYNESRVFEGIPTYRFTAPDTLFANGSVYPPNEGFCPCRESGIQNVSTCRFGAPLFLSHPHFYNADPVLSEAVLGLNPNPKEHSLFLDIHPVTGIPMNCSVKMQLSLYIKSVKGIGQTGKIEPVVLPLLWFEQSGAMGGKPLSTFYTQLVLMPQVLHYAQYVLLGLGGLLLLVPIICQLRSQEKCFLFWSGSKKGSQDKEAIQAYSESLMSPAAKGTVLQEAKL
# AddAB inh: less growth of phage-infected E. coli with AddAB. E. coli expressing H. pylori AddAB, absorbance growth. inhibition, % at 11.9 µM. actives 0.29% (n = 330,000). AID 435030; in the data active = inhibition above about 12%;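 also: 0% = vehicle wells of infected cells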
# Tat transport: blocks Tat-dependent protein export in E. coli | inhibition, % at 10 µM | actives 0.036% (n = 340,000) | E. coli MC4100 TorA-mCherry Tat export, fluorescence;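 active = mean replicate inhibition at least 50% and at least half of replicates individually reaching 50%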;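 also: exported cargo escapes ClpAP degradation while cytoplasmic cargo is degraded and loses fluorescence; 0% = median of neutral control wells and 100% = median of NaSCN control wells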
# CAL PDZ FP-2: CAL PDZ (human) peptide binding inhibition; Q9HD26; purified CAL PDZ, TMR-peptide fluorescence polarization, 1 h; inhibition, % at 24.9 µM; actives 0.92% (n = 300,000); AID 602252;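 active = mean inhibition of at least 30% with at least half of replicates also reaching 30%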;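 also: 0% = DMSO neutral control and 100% = excess unlabeled competitor peptide PRC23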
# phage Ecoli inh: E. coli growth loss with phage present; growth absorbance; actives 0.26% (n = 360,000); AID 651602; inhibition, % at 11.9 µM; in the data active = inhibition above about 11%
# E coli growth: reduces bacterial viability in AddAB counter-screen. E. coli V3065 growth, OD600 absorbance, 18 h. inhibition, % at 11.9 µM. actives 0.27% (n = 330,000). AID 449728;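 active = inhibition above the campaign's mean inhibition across all tested compounds plus 3 SD, cut at about 9.9% in these data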;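 also: uninfected addAB+ strain grown without phage in ampicillin broth; 0% = DMSO wells and 100% = ciprofloxacin 0.95 µg/ml wells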
# The depositor's hits bear a star; . = no result given; & = joins results of further samples.
SMILES	AddAB inh	Tat transport	CAL PDZ FP-2	SR-BI uptake up	CAL PDZ FP-1	phage Ecoli inh	MITF TRPM1 HTS	E coli growth	Wnt act	SR-BI DiI inh
COC(=O)CS(=O)(=O)c1cccc2cccnc12	0.2	5	3	15	-2.4	1.9	9	0.6	-11	-15
O=C(CNCc1ccc(Cl)cc1)Nc1ccc(C(=O)N2CCCCCC2)cc1	0.5	-1	.	-61	-1.2	0.3	-7	1.6	2	61
COC(=O)c1ccc(-c2ccc(C(c3c(C)[nH][nH]c3=O)c3c(C)[nH][nH]c3=O)o2)cc1	0.7	3	-5	-9	-1.5	3.6	-44	2.4	-5	9
O=C(Nc1ccccc1)OCCCCCOC(=O)Nc1ccccc1	0.2	-13	-7	-19	.	-0.3	-10	-1.4	4	19
Cc1ccc(C2=Nc3ccccc3NC(C)(c3ccc(C)o3)C2)o1 (centres undefined)	2.0	-4	-3	.	0.6	2.4	16	1.4	.	.
Cc1cc2nc3n(c2cc1C)CC1CC(C(=O)NCc2cccc(C(F)(F)F)c2)N(C)C31 (centres undefined)	5.5	1	-2	-30	-0.7	1.5	8	-4.1	-1	30
CCN(C(=O)COC(=O)c1cc(OC)ccc1Br)C1CCS(=O)(=O)C1 (centres undefined)	0.0	-14	-2	-30	-0.5	3.0	-3	-1.6	-2	30
Cc1ccccc1N1C(=O)CC2(CCCC2)CC1=O	4.6	-10	-4	18	-2.4	2.3	-1	-1.3	0	-18
COc1ccc(CN(CC(O)COCc2ccccc2)S(=O)(=O)c2ccccc2Br)cc1 (centres undefined)	0.1	6	-1	-10	0.2	-0.1	-4	-3.2	-1	10
Cc1ccc2occ(/C=N/O)c(=O)c2c1	4.0	4	.	1	-1.2	-0.7	10	-0.9	.	-1
Cc1ccc(OCc2cc(C(=O)N3CCc4[nH]cnc4C3c3ccccn3)no2)cc1C (centres undefined)	0.0	3	3	-3	-3.1	-2.1	5	-0.1	2	3
COc1ccc(S(=O)(=O)NCC(c2cccnc2)N2CCN(c3ccc(F)cc3)CC2)cc1C (centres undefined)	.	3	-3	0	-0.7	3.2	-16	.	.	0
COCCN(C(=O)CSc1nnc(-c2ccc(C(C)(C)C)cc2)n1N)c1c(N)n(CC(C)C)c(=O)[nH]c1=O	-0.8	2	0	19	-0.9	-0.1	6	0.3	-2	-19
CCC(C)OC(=O)C[N+](C)(C)CCOC1CC2CCC1(C)C2(C)C (centres undefined)	3.4	-1	-2	-2	0.4	2.9	-15	3.2	-9	2
COC(=O)CCN1CCc2cc(N=Nc3ccc([N+](=O)[O-])cc3)ccc21	5.0	-3	-3	-1	-0.2	0.9	.	2.0	11	1
O=C(Nc1cccc(C(F)(F)F)c1)OCCN1CCN(Cc2ccccc2)CCC1=O	1.5	-1	-1	-1	-0.9	0.5	-9	0.5	0	1
O=c1[nH][nH]cc1C=Nc1ccccc1O	-1.4	5	-3	3	-2.5	1.5	.	-3.2	.	-3
Cn1c(CCN2CCN(c3ccccn3)CC2)nc2cc(NC(=O)COc3ccccc3)ccc21	4.1	-4	0	-58	-4.2	3.7	-12	1.8	-2	58
O=C(COC(=O)c1ccc2c(c1)OCO2)Nc1ncc(Cl)cc1Cl	2.2	2	2	19	-3.1	4.5	-4	-1.1	.	-19
Cc1nnc(SCc2cccc([N+](=O)[O-])c2)o1	1.2	-12	-1	8	-0.5	4.3	9	0.6	0	-8
CC(=O)C1C(c2ccc(Cl)cc2)c2c(noc2C)CC1(C)O (centres undefined)	1.8	.	.	.	.	-1.6	.	1.3	4	.
Cc1ccc(F)c(NC(=O)/C(C#N)=C(\O)c2ccc(C(C)(C)C)cc2)c1	3.2	-1	-3	-15	-5.1	6.1	21	-0.8	11	15
CC(C)CCN1CCN(Cc2cc3ccccc3[nH]2)CC1CCO (centres undefined)	1.9	7	-3	14	0.0	1.1	.	-2.3	-2	-14
COc1ccccc1NC(=O)N1CCc2[nH]c3ccc(Cl)cc3c2C1	2.6	-2	-2	-34	-0.2	2.9	7	-1.4	-1	46
COc1cc2c(cc1OC)C(c1cc3cc(C)ccc3[nH]c1=O)N(C(=O)c1ccco1)CC2 (centres undefined)	4.0	2	-3	15	-4.7	1.5	0	-2.1	1	-15
Nc1ccc2c(c1)C(=O)c1cc([N+](=O)[O-])ccc1-2	.	3	-4	-9	0.4	3.8	-8	.	1	9
CCC(=O)N(Cc1cc2cc(OC)ccc2[nH]c1=O)c1ccc(C)cc1C	5.0	9	5	-2	-1.3	3.2	5	-0.8	1	2
N#CC1=C(N)Oc2n[nH]c(-c3ccc(F)cc3)c2C1c1cccc(OC(=O)N2CCOCC2)c1 (centres undefined)	0.6	0	-2	-24	-1.9	2.2	-9	-0.7	0	24
CCN(CC)C(=O)C(C)N(C#N)c1nc(SC)nc(N(C)C)n1 (centres undefined)	-0.9	-5	0	0	-0.5	1.6	7	-0.4	-1	0
CCOCCCNC(=O)c1ccc2c(=O)n(CCCOCC)c(=S)[nH]c2c1	-1.4	1	7	1	0.7	0.3	1	-0.4	-1	-1
O=C(/C=C/c1ccc(O)c(O)c1)c1ccccc1O	3.3	-8	20	-4	-0.8	2.8	65	4.0	47*	4
CCNc1nc(NCC)nc(N/N=C/c2ccc(Br)cc2)n1	-1.2	-5	-19	-29	-3.1	3.5	-2	1.3	1	29

# In another format: entries from further up.
CCC(=O)N(Cc1cc2cc(OC)ccc2[nH]c1=O)c1ccc(C)cc1C
  AddAB inh: 5.0; Tat transport: 9; CAL PDZ FP-2: 5; SR-BI uptake up: -2; CAL PDZ FP-1: -1.3; phage Ecoli inh: 3.2; MITF TRPM1 HTS: 5; E coli growth: -0.8; Wnt act: 1; SR-BI DiI inh: 2
N#CC1=C(N)Oc2n[nH]c(-c3ccc(F)cc3)c2C1c1cccc(OC(=O)N2CCOCC2)c1 (centres undefined)
  AddAB inh: 0.6; Tat transport: 0; CAL PDZ FP-2: -2; SR-BI uptake up: -24; CAL PDZ FP-1: -1.9; phage Ecoli inh: 2.2; MITF TRPM1 HTS: -9; E coli growth: -0.7; Wnt act: 0; SR-BI DiI inh: 24
CCN(CC)C(=O)C(C)N(C#N)c1nc(SC)nc(N(C)C)n1 (centres undefined)
  AddAB inh: -0.9; Tat transport: -5; CAL PDZ FP-2: 0; SR-BI uptake up: 0; CAL PDZ FP-1: -0.5; phage Ecoli inh: 1.6; MITF TRPM1 HTS: 7; E coli growth: -0.4; Wnt act: -1; SR-BI DiI inh: 0

# The list goes on:
SMILES	AddAB inh	Tat transport	CAL PDZ FP-2	SR-BI uptake up	CAL PDZ FP-1	phage Ecoli inh	MITF TRPM1 HTS	E coli growth	Wnt act	SR-BI DiI inh
CN1CCN(CC(=O)Nc2ccc([N+](=O)[O-])cc2Br)CC1	1.6	6	.	15	-1.1	4.3	-4	1.5	-3	-15
Oc1ccc(CN2CCCCC2)c2cccnc12	6.6	1	0	16	-2.4	2.8	-33	3.5	-1	-16
CN1/C(=C\C(=O)c2ccco2)c2ccccc2CC1(C)C	1.8	-4	-3	2	-1.9	1.7	-4	1.6	.	-2
COc1ccc(/C=C(\C#N)C(=O)OCC(=O)Nc2c(C)cccc2C(C)C)cc1	1.2	5	-2	14	-1.7	0.4	-8	3.1	4	-14
CCC1CCC(C(=O)NC(C(=O)NCCN2CCOCC2)C(C)C)CC1 (centres undefined)	0.5	-3	9	.	0.4	1.7	-3	-1.6	-1	.
CCCn1ccc(O)c(Cc2ccc(Cl)cc2)c1=O	3.4	-10	-2	18	-1.3	2.7	0	-0.2	-2	-18
CC(C)(C)c1ccc(/C=N/Nc2ccc(C(=O)O)cc2)cc1	2.9	15	-4	7	-0.7	4.2	-91	0.1	.	-7
C=CCN1C(=O)S/C(=C/c2ccc(Sc3nc4ccccc4[nH]3)o2)C1=O	1.9	-1	-2	-1	-1.7	3.9	-17	2.0	.	1
COC(=O)CCc1ccc(O)cc1	2.0	1	-3	-1	-3.0	5.4	-5	-1.2	-1	1
COc1cccc(N/C(N)=N/c2nc(C)cc(=O)[nH]2)c1	-1.7	5	-6	1	-1.8	.	4	-1.6	.	-1
O=C(Cc1ccc(Br)cc1)NCCc1ccc(Cl)cc1Cl	2.0	-4	-3	1	-0.5	0.4	-3	-2.2	-6	-1
Nc1cccc2c1C(=O)N(CC(=O)NC13CC4CC(CC(C4)C1)C3)C2=O	1.0	8	-2	21	3.8	5.0	4	0.3	-2	-21
Cc1ccc(N(CCC#N)C(=O)CSc2ccc3c(c2)OCCO3)cc1	3.2	2	0	16	-1.0	-0.1	11	-0.4	.	-16
COc1ccccc1N1CCN(C(=O)CSc2ncnc3scc(-c4ccccc4)c23)CC1	4.0	5	-3	-7	-0.5	3.0	9	1.1	.	7
CN(C)c1ccnc2c[cH-]cc12.[Fe].c1ccc(-[c-]2[c-](-c3ccccc3)[c-](-c3ccccc3)[c-](-c3ccccc3)[c-]2-c2ccccc2)cc1 (centres undefined)	-1.3&2.8	1&0	0&-8	14	-0.9&0.3	2.9&4.0	-6&-47	-1.4&0.3	-22&-21	-14
CCOc1ccc(CCNC(=O)c2ccccc2OCc2c(C)noc2C)cc1OCC	2.5	-2	-2	-46	0.7	5.7	-1	1.1	-2	46
Cc1cc(OCC(=O)O/N=C(\N)c2ccccc2)ccc1Cl	1.4	2	1	9	-0.2	6.7	36	1.7	.	-9
CC(C(=O)Nc1ccc(C#N)cc1)N(C)CC(=O)Nc1cccc(F)c1 (centres undefined)	3.0	7	.	-5	-1.5	6.4	-7	-0.8	-2	5
COc1ccc([C@@H](NC(=O)OC(C)(C)C)C(=O)OC(C)(C)C)cc1	2.0	-10	-2	-55	1.1	1.9	4	0.0	-1	55
COc1ccc(CCN2C(=O)CSC2c2ccc(OC)c(OC)c2)cc1OC (centres undefined)	4.2	0	-1	19	-3.5	5.0	-18	-0.8	0	-6
CCOC(=O)CNC(=O)c1ccc(C)cc1	4.5	-4	0	-1	0.3	1.7	18	-1.7	.	1
COc1ccc2c(=O)c3c(=O)n(-c4ccccc4)c(-c4ccco4)nc3oc2c1	0.8	0	2	-54	-2.8	3.4	-2	3.3	8	54
COc1ccc(NC(=O)COC(C)=O)cc1OC	2.0	4	0	7	-3.1	2.6	2	2.5	-3	-7
COc1ccccc1OC(C)C(=O)N1CC(=O)Nc2ccccc21 (centres undefined)	3.4	-8	-1	.	-1.1	2.8	.	3.3	-1	.
O=C(CN1CCN(CC(=O)Nc2ccccc2Cl)CC1)Nc1ccc(F)c(F)c1	-0.2	-10	-2	-1	-1.8	0.9	1	-1.5	1	1
O=C(/C=C/c1cccs1)N1CCN(c2ccccc2)CC1	4.9	-5	-1	2	-2.0	4.1	3	-3.2	1	-2
CCOC(=O)C1=C(C)NC(=O)NC1c1c(O)ccc2ccccc12 (centres undefined)	1.2	-4	-3	19	-0.7	3.6	.	1.6	-2	-19
CCC(=O)Nc1ccc(S(=O)(=O)c2ccc(NC(=O)CC)cc2)cc1	2.3	-7	-7	28	.	1.6	21	-1.7	.	-28
CN(CC(=O)NC(=O)NC1CCCCC1)c1ccccc1	2.1	-2	-3	15	0.5	0.7	0	0.2	-4	-15
c1cncc(-c2nnc(SCc3nc4ccccc4[nH]3)o2)c1	1.7	-6	-3	-10	-1.7	3.8	.	1.9	-6	10
